tim10-1 inh = inhibits growth of tim10-1 mutant yeast. S. cerevisiae tim10-1 ts strain growth, BacTiter-Glo, 24 h. inhibition, % at 20 µM. actives 2.2% (n = 330,000). AID 463190;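 active = inhibition of at least 40%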;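 also: mutant grown at 25 °C; 0% = DMSO wells with yeast and 100% = wells holding no yeast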
Mdm2-MdmX inh = inhibitors of human Mdm2/MdmX interaction; actives 3% (n = 330,000); inhibition, % at 8 µM; O15151+Q00987; AID 485346; SaOS-2 split-luciferase Mdm2/MdmX complementation, luminescence;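 active = inhibition of at least 50% at 8 µM in the primary screen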
Target sequence (O15151 whole entry, looked up): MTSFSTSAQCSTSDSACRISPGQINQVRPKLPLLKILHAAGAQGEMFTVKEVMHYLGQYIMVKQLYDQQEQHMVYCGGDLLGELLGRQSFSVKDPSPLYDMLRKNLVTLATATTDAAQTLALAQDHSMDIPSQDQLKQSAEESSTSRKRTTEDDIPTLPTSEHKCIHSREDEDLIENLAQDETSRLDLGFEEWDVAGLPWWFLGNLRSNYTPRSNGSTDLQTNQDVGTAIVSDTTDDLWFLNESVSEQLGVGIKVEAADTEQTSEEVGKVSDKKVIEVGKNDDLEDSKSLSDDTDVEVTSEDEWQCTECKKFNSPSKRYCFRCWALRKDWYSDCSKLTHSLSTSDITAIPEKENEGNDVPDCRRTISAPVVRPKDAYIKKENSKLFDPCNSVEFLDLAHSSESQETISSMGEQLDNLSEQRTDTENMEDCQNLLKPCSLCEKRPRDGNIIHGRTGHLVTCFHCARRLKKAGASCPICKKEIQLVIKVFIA
Target sequence (Q00987 whole entry, looked up): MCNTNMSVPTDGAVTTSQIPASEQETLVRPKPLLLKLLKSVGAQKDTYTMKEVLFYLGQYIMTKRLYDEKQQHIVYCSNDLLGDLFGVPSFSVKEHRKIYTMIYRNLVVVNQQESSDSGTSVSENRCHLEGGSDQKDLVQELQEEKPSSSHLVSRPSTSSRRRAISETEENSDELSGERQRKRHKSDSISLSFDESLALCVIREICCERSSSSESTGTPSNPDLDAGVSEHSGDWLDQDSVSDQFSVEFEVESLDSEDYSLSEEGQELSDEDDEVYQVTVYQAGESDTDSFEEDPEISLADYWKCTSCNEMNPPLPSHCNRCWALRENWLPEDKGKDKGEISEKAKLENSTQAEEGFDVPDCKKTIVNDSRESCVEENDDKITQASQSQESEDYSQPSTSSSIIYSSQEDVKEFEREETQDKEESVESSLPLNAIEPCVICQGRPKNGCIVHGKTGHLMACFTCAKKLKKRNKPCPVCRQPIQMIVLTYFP
CHOP UPR activ = apoptotic UPR (CHOP) activation; CHO-CHOP luciferase reporter, luminescence; percent of tunicamycin response over DMSO baseline; activation, % at 10 µM; actives 0.34% (n = 330,000);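 active = at 10 µM dose, activation of 40% or more, normalized to positive control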;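 also: 100% = tunicamycin at 10 µg/mL and 0% = DMSO alone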
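Test system: CHO CHOP reporter cells. Input: 500 CHO-CHOP cells per well. Medium: F12 with 10% FBS. Technique: luciferase luminescence. Measure: percent activation relative to tunicamycin control. Dosing: 10 µM compound, 0.5% DMSO. Timing: 16-18 h cell attachment, then 6 h compound exposure, 37 °C.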
Jurkat NFkB inh = lowers PMA/ionomycin-induced NF-kB signal in Jurkat cells; inhibition, % at 4 µM; AID 435003; PMA/ionomycin-induced NF-kB luciferase reporter, luminescence; actives 0.53% (n = 330,000); in the data active = inhibition above about 50%
XBP1 UPR activ = activators of adaptive arm of unfolded protein response (XBP1) | activation, % at 20 µM | actives 0.33% (n = 330,000) | CHO-XBP1 luciferase reporter, IRE1-XBP1 UPR activation, luminescence; percent of tunicamycin response, DMSO as zero | AID 463104;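 active = versus positive control, 20 µM dose yields 30% or more activation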;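 also: 100% = tunicamycin at 10 µg/mL and 0% = DMSO only wells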
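Material: CHO cell line with stable XBP1 luciferase reporter; schedule: 16-18 h cell attachment at 37 °C, then 6 h compound exposure; signal: glow luminescence from Steady-Glo reagent; medium: serum-containing F12 medium, 10% FBS; benchmarks: tunicamycin 10 µg/mL and vehicle-only wells; read-out: percent activation relative to tunicamycin reference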
tim23-1 inh = growth inhibitors of tim23-1 mutant yeast. S. cerevisiae tim23-1 growth, BacTiter-Glo luminescence, 24 h. inhibition, % at 20 µM. actives 1.3% (n = 330,000). AID 463212;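 active = growth inhibition of the mutant yeast at or above 50%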;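 also: temperature-sensitive mutant grown at 25 °C; plate controls were DMSO-treated mutant yeast for no effect and medium wells lacking yeast for full effect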
TIM10 inh = TIM10 yeast growth inhibition; S. cerevisiae TIM10 strain growth, BacTiter-Glo luminescence, 24 h; inhibition, % at 10 µM; actives 1.4% (n = 330,000);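 active = inhibition of 40% or more at the single tested concentration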;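 also: wild-type TIM10 isogenic control strain grown at permissive 25 °C; 0% = DMSO yeast wells and 100% = minimal medium wells without yeast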
697 NFkB inh = inhibitors of the PMA/ionomycin-induced NF-kB reporter in 697 B cells; 697 B-cell NF-kB luciferase reporter, 16 h; inhibition, % at 4 µM; actives 0.33% (n = 330,000); in the data active = inhibition above about 35%
An asterisk follows results filed as active. Outcome played no part in choosing rows; 6.6% or so of the library scored in one or more.

Preview:
mol	tim10-1 inh	Mdm2-MdmX inh	CHOP UPR activ	Jurkat NFkB inh	XBP1 UPR activ	tim23-1 inh	TIM10 inh	697 NFkB inh
Cc1sc(NC(=O)/C=C/C(=O)O)c(C(N)=O)c1-c1ccc(C(C)(C)C)cc1	3	29	0.1	-8	-1	9	8	-53
CCn1c(SCC(=O)N2c3ccccc3Sc3ccccc32)nc2c1c(=O)n(C)c(=O)n2C	12	15	-1.3	-3	1	23	9	32

Results, previewed entries included:
mol	tim10-1 inh	Mdm2-MdmX inh	CHOP UPR activ	Jurkat NFkB inh	XBP1 UPR activ	tim23-1 inh	TIM10 inh	697 NFkB inh
Cc1sc(NC(=O)/C=C/C(=O)O)c(C(N)=O)c1-c1ccc(C(C)(C)C)cc1	3	29	0.1	-8	-1	9	8	-53
CCn1c(SCC(=O)N2c3ccccc3Sc3ccccc32)nc2c1c(=O)n(C)c(=O)n2C	12	15	-1.3	-3	1	23	9	32
c1ccc2nc(N3CCOCC3)cnc2c1	3	5	1.3	-5	-1	9	-1	-10
COc1ccc(Cl)cc1NC(=O)CN(C)C(=O)CNC(=O)C12CC3CC(CC(C3)C1)C2	15	1	0.5	0	1	19	18	4
CC(OC(=O)c1nc(Cl)ccc1Cl)C(=O)c1ccccc1 (centres undefined)	-26	12	-0.8	-2	0	-15	-13	18
O=C(NCc1cccnc1)Nc1ccc(Br)cc1Cl	10	8	2.2	-12	-2	2	4	-1
Cc1cc(C(=O)CSc2nnc(-c3cccs3)n2Cc2ccccc2)c(C)n1C	37	-9	0.7	-13	2	4	-10	-34
O=C(NCc1cccc(Br)c1)C1CC2Cn3c(nc4ccccc43)C2N1Cc1ccccc1 (centres undefined)	0	13	0.2	-2	-1	-5	-11	10
Cc1ccc(NC(=O)CNC(=O)c2cccc(Cl)c2)nc1	-13	44	1.9	0	-4	-12	5	-10
N#Cc1ccc(-c2ccc(OCC(O)CN3CCCCC3)cc2)cc1 (centres undefined)	3	-31	0.6	-6	2	-2	13	-4
CC1CCN(C(=S)c2ccc(O)cc2)CC1	27	10	0.2	-14	-1	19	14	-13
CCOC(=O)c1c(-c2ccccc2)nc2c(C)cccn12	39	3	2.0	-7	4	42	8	-31
O=C(NCCCN1CCCC1=O)c1cccc(NS(=O)(=O)c2ccccc2)c1	0	-2	-0.2	-4	-1	12	-3	-1
O=C(NCc1cccnc1)c1cccc(S(=O)(=O)N2CCCC2)c1	5	-7	1.3	7	-5	13	-5	4
Cn1c(-c2sc3cc(C(F)(F)F)cnc3c2-c2ccccn2)n[nH]c1=S	0	4	-0.5	-11	-4	4	-2	-13
COc1cccc(CC(=O)OCC(=O)NC(C)c2ccc(F)cc2)c1 (centres undefined)	7	10	-1.1	5	3	4	-2	17
O=C(Nc1cccc(NC(=O)c2ccc(-c3ccc(Br)cc3)o2)c1)c1ccco1	17	43	1.1	-30	13	-26	24	-51
S=C(NCCc1ccccc1)N/N=C/c1ccc(Cl)cc1	12	5	-0.9	-1	-1	42	41*	4
COc1cc2cc(CN(CCO)S(=O)(=O)c3ccccc3Cl)c(=O)[nH]c2cc1OC	18	-9	0.1	6	1	-11	-1	16
Cc1c(C(=O)OCC(=O)Nc2ccc(C(N)=O)cc2)cccc1[N+](=O)[O-]	4	25	-1.1	6	0	-5	-1	8
Clc1cccc(-c2nnc3n2CCCCC3)c1	-11	-2	-0.7	-3	-1	15	-7	9
Cc1sc2ncnc(N3CCC(C(=O)NNC(=O)COc4cccc(C(F)(F)F)c4)CC3)c2c1C	7	21	-0.2	5	-2	14	9	-5
CSc1ccc(CN2CCC(n3nccc3NC(=O)CCCc3ccccc3)CC2)cc1	6	12	18	6	-1	-8	9	-44
C=C(C)COc1ccc(-c2nc(N)ncc2Oc2ccccc2OCC)c(O)c1	3	31	0.6	-4	-3	-6	12	-20
CN(CC(=O)NCc1cccnc1)S(=O)(=O)c1ccccc1	-5	9	1.2	0	-1	10	-6	19
COc1cc(/C=N/NC(=O)C(C)Nc2n[nH]c(=O)[nH]c2=O)cc(OC)c1O (centres undefined)	1	13	2.2	12	0	-12	2	17
O=C(O)c1ccc(S(=O)(=O)N2CCC3(CC2)CC(=O)c2ccccc2O3)cc1	-15	-11	0.3	-12	-1	-6	4	11
Nc1c(N(CCO)C(=O)COc2ccc(Cl)cc2)c(=O)[nH]c(=O)n1Cc1ccccc1	8	-3	0.0	4	0	-1	5	6
CC(=O)c1ccc(NC(=O)c2cc(C)no2)cc1	-12	4	2.0	-11	3	18	8	-11
COC(=O)c1ccccc1NC(=O)CSc1nncn1-c1ccccn1	0	8	0.5	0	-3	3	-4	14
CCCCOc1ccc(C(=O)NCC2(c3ccc(OC)cc3)CCOCC2)cc1	27	18	3.0	14	0	47	21	26
O=C(Nc1ccccc1C(=O)N1CCN(Cc2ccccc2)CC1)c1ccccn1	13	16	-0.4	11	-2	11	-6	1
COC(=O)c1cc(C(=O)N2CCc3ccccc32)cc([N+](=O)[O-])c1	-4	-8	3.7	4	-2	20	6	-10
CCN(CC)S(=O)(=O)c1ccc(Cl)c(NC(=O)c2cc(Cl)cc(Cl)c2)c1	-11	33	8.0	0	3	-15	-20	20
COCCSc1ccccc1C(=O)NCc1cccnc1	-11	13	-0.9	6	3	-13	2	-3
COc1ccc(C2=CC(=O)C[C@H](c3ccc(OC)c(OC)c3)C2)cn1	9	4	0.2	0	-2	8	10	-3
CCOC(=O)c1ccc(-n2c(CCC(=O)O)ccc2-c2ccc(F)cc2)cc1	33	-9	0.4	-24	1	40	19	-1
CC(C)CN(C(=O)COc1ccc(Br)cc1C=O)C1CCS(=O)(=O)C1 (centres undefined)	12	11	-0.8	-5	-1	-1	15	20
CCC(C)Sc1cccc(-c2nc3ccc(C)cn3c2NCc2ccccc2)c1 (centres undefined)	33	36	1.6	-10	-1	6	5	-20
COc1cc(NC(=O)c2cccc3c2C(=O)N(C2CCCCC2)C3)cc(OC)c1OC	12	78*	9.6	9	10	-20	-162	14
C/C(=N\Nc1ccc(C(=O)c2c(C)cc3ccccn23)cc1[N+](=O)[O-])c1ccc(O)cc1	9	31	-1.1	-10	-2	-1	1	-23
CS(=O)(=O)N1CC2CCCN2c2cc(C(F)(F)F)ccc21 (centres undefined)	3	3	1.7	0	-3	-1	2	3
O=C(NCc1ccccc1Cl)c1nnc(CS(=O)(=O)c2ccccc2)o1	13	-25	-0.3	10	-3	15	3	17
C=C(C)Cn1c(CCNC(=O)CC)nc2ccccc21	-1	16	-2.2	-9	-1	10	-4	5
COc1ccc(/C=C/C(=O)Nc2cccc(N3CCOCC3)c2)cc1OC	27	23	2.1	-6	-1	12	18	-4
CC(Oc1ccc(Cl)cc1)C(=O)/C=C/N(C)C (centres undefined)	6	11	0.4	8	2	10	3	30
CC1CCCCN1S(=O)(=O)c1ccc2c(c1)oc(=O)n2CC(=O)O (centres undefined)	5	21	1.1	11	-1	14	1	3
COc1ccc(C(CCN2CCOCC2)c2c(OC)cc(OC)c3c(C)cc(=O)oc23)cc1 (centres undefined)	10	5	-1.5	-1	2	-3	-4	0
CC(Oc1ccccc1F)c1nnc(SCC(=O)NCc2ccc3c(c2)OCO3)o1 (centres undefined)	20	-3	-1.9	1	-5	24	6	11
CCOc1cccc(CN2CCC(n3nccc3NC(=O)C3CCCC3)CC2)c1	14	9	1.7	11	-1	10	2	11
CC(=O)C1=C(C)Nc2ncnn2C1c1ccccc1 (centres undefined)	-12	14	0.8	-9	-7	0	-26	18
COc1ccc(S(=O)(=O)N(C)CC(=O)N2CCC(C(N)=O)CC2)cc1Cl	9	11	-0.4	2	-1	4	8	9
COc1ccc(CNC(=O)CSc2nnnn2-c2ccccc2)cc1	20	10	0.1	2	0	17	17	4
Nc1c(Cl)cc(-c2csc(N3CCCC3c3nc4cc(Cl)c(Cl)cc4n3CCCO)n2)cc1Cl (centres undefined)	1	33	0.0	-11	3	14	8	-16
Cc1ncoc1C(=O)N1CCc2c([nH]c3ccccc23)C1C1CCCCC1 (centres undefined)	18	-18	4.0	-21	-2	-8	26	-23
CC(C)(C)NC(=O)CON=C1c2ccccc2-c2ccccc21	20	5	2.9	-2	-2	20	24	-15

Going on with the list:
mol	tim10-1 inh	Mdm2-MdmX inh	CHOP UPR activ	Jurkat NFkB inh	XBP1 UPR activ	tim23-1 inh	TIM10 inh	697 NFkB inh
COCCN(C(=S)Nc1cc(C)cc(C)c1)C(C)c1cccs1 (centres undefined)	33	23	0.0	3	-3	23	34	-1
CC1=C[C@H]2OC(=O)[C@@H](C)[C@H]2C[C@@H]2[C@H]1C[C@@H](O)[C@@]2(C)O	1	8	0.4	7	1	19	13	3
CCCc1c(C(=O)N/N=C(/C)c2ccncc2)nnn1-c1nonc1N	-17	-1	-0.7	27	2	17	8	19
Cc1ccc(N2CN(CCc3ccccc3)CNC2=S)cc1	14	6	-0.1	-1	-2	-6	-20	-26
Cc1ccccc1OCCC(=O)Nc1ccc(S(=O)(=O)N(C)C2CCN(C)CC2)cc1	6	13	-1.9	-18	-4	-3	-4	19
COc1ccc(CN(Cc2ccc(C(=O)O)cc2)C(=S)Nc2cccc(C)c2)cc1OC	12	12	-0.7	0	-3	6	0	0
Clc1cccc(C2=NOC(c3nnc(-c4ccccc4)o3)C2)c1 (centres undefined)	17	14	0.0	-8	1	19	1	-16
O=C(O)CCNC(=O)C12CC3CC(CC(C3)C1)C2	-2	26	-1.4	7	2	5	-7	-2

Reformatted: entries from further up
Value order – tim10-1 inh, Mdm2-MdmX inh, CHOP UPR activ, Jurkat NFkB inh, XBP1 UPR activ, tim23-1 inh, TIM10 inh, 697 NFkB inh
CC1=C[C@H]2OC(=O)[C@@H](C)[C@H]2C[C@@H]2[C@H]1C[C@@H](O)[C@@]2(C)O
  1, 8, 0.4, 7, 1, 19, 13, 3
CCCc1c(C(=O)N/N=C(/C)c2ccncc2)nnn1-c1nonc1N
  -17, -1, -0.7, 27, 2, 17, 8, 19

Next part:
mol	tim10-1 inh	Mdm2-MdmX inh	CHOP UPR activ	Jurkat NFkB inh	XBP1 UPR activ	tim23-1 inh	TIM10 inh	697 NFkB inh
COc1ccccc1C(=O)NC(=S)Nc1ccccc1N1CCCC1	33	50	6.4	-71	0	36	35	-107
CN(CCO)CC(O)CN(c1ccccc1)c1ccccc1 (centres undefined)	5	-2	0.9	10	1	13	8	4
COC(=O)C1=C(O)/C(=C\c2sccc2C)N=C1C	11	8	5.7	6	0	-8	-9	-3
CCC1=NN2C(=N)/C(=C\c3cccn3-c3ccc(OC)cc3)C(=O)N=C2S1	31	25	0.6	4	-1	20	34	9
CCOCCCNC(=O)CN1C(=O)NC(Cc2c[nH]c3ccccc23)C1=O (centres undefined)	-9	-17	0.9	5	-4	-2	11	8
O=C1CCCc2c1cc(C(=O)NCCCN1CCOCC1)c(=O)n2-c1ccc(Cl)cc1	7	7	-0.8	-14	0	16	4	5
O=C(c1ccccc1)N1CCC(O)(c2cccnc2)CC1	2	-37	5.0	4	-1	0	9	3
Cn1ccnc1-c1nnn(-c2ccc(F)cc2)n1	10	-20	4.8	-27	0	19	7	-26
C=CCN(CC(=O)Nc1cccnc1)S(=O)(=O)c1ccc(Cl)cc1	-18	1	2.5	-3	-3	-4	-20	6
Cc1ccc(N2C(=O)C(Cl)=C(N3CCCCCC3)C2=O)c(C)c1	26	24	3.6	-6	-8	39	24	-14
Cc1ccc(OC(=O)c2sc(Cl)nc2C)cc1C	4	15	4.2	17	3	16	-1	9
COc1ccc(/C(O)=C2/C(=O)C(=O)N(CCN(C)C)C2c2ccc(OC)c(OC)c2)c(C)c1 (centres undefined)	-3	23	-0.3	-2	0	-3	-5	12
